From PubChem BioAssay
PostGolgi ctrl = inhibits growth of the yeast control strain; efflux-deficient yeast background strain, growth absorbance A615, 16 h; inhibition, % at 10 µM; 5% of 98,000 active
E coli WT exp = E. coli BW25113 growth inhibition, expanded screen; 0.15% of 98,000 active; growth inhibition, % at 100 µM; OD600 absorbance;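 active = growth inhibition above about 50% at one test dose, limit read from the data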;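 also: growth measured after 20 h incubation at 37 °C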
PTPN22 act = LYP (human) phosphatase activation. recombinant LYP, DiFMUP fluorescence; 0 = plate median, 100 = signal doubled. activation, % at 2 µM. 0.11% of 96,000 active. AID 697;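 active = activation at 2 µM above a set limit, the mean plus 5 SD, cut at about 37% in these data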
DAT uptake mod = modulates human dopamine transporter uptake under cocaine | LLC-PK1 hDAT cells, [14C]-dopamine uptake with cocaine IC80; actives deviate in either direction | B-score at 10 µM | 1.3% of 110,000 active | AID 449768;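 active = Z score or B-score, a plate-position-corrected score, falls beyond the plate's 99.7% confidence bounds, in either direction; inactive = both scores lie inside the 99.7% bounds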;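 also: scored against the spread of the other compound wells on the same plate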
Pyk2 oligo antag = Pyk2 (human) oligomerization antagonism | Q14289 | Q293 cells, Pyk2 FERM NanoBiT luminescence; hits give low values | z-score (the deposit names both 25 µM and 10 µM) | 0.83% of 99,000 active | AID 1347419;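 active = Z-score of -3 or lower, scaled per plate to the spread of control and sample wells; inactive = z-score above -3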;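 also: negative z-score means lost luminescence so less FERM oligomerization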
Target sequence (Q14289 whole entry, looked up): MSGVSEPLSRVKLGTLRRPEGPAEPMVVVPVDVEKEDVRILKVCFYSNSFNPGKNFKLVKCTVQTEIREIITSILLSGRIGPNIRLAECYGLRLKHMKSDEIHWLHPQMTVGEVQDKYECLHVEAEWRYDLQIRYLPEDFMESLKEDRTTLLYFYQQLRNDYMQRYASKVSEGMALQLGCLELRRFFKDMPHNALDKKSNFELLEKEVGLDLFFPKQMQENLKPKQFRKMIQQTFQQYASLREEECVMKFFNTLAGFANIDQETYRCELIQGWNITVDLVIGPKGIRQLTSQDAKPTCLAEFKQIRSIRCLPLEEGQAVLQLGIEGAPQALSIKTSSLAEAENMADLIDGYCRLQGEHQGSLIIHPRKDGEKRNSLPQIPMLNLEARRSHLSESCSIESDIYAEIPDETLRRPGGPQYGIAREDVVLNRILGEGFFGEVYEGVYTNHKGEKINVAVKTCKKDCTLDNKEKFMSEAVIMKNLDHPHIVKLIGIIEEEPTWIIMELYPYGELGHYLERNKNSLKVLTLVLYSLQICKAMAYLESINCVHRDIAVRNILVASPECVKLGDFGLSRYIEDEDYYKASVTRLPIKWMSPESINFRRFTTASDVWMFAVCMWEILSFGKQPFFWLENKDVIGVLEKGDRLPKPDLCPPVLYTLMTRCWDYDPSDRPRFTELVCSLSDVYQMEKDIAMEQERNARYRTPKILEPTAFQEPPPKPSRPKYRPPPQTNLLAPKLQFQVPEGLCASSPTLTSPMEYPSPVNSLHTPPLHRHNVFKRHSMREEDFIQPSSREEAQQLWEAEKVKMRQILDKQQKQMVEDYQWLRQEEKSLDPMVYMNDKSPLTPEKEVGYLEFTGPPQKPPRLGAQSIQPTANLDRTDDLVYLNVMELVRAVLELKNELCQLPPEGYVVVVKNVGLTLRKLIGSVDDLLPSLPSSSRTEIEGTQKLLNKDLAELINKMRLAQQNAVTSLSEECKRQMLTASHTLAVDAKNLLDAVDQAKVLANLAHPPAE
LYP inh 2 = inhibitors of human LYP (PTPN22) phosphatase; Q9Y2R2; recombinant LYP catalytic domain, DiFMUP fluorescence; inhibition, % at 2 µM; 0.21% of 96,000 active;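 active = inhibition at 2 µM at or above a set limit, the screen mean plus 3 SD, cut at about 24% in these data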;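 also: 0% = DMSO with enzyme and 100% = enzyme fully blocked by orthovanadate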
CYP2C9 act = increases human cytochrome P450 2C9 activity; activation factor at 5 µM; 1.4% of 96,000 active; recombinant CYP2C9, luciferin-H conversion, luminescence; hits give high values; factor 1 = untreated enzyme, 0 = blocked; P11712;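 active = activation factor of 2 or more for CYP2C9 at a 5 µM dose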;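 also: 0 = sulfaphenazole-blocked wells and 1 = vehicle-only wells; values of inactives mirror those of a sister screen read the other way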
CYP2C9 inhib = human CYP2C9 inhibition | AID 777 | 20% of 96,000 active | P11712 | inhibition, % at 5 µM | CYP2C9 Supersomes, luciferin-H conversion, luminescence;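 active = blocking of liver enzyme CYP2C9 beyond about 50% at 5 µM, limit read from the data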; also: values of inactives mirror those of a sister screen read the other way
PostGolgi yeast = growth inhibition of a yeast mutant, post-Golgi transport screen; inhibition, % at 10 µM; AID 739; post-Golgi transport phenotypic cell assay; 0.9% of 98,000 active;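 also: yeast cells grown in 1536-well plates; yeast grown about 18 h at 30C before absorbance read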
Starred values were filed as active, the others as inactive; x = no result given. Rule as the data show it, unless noted: active = inhibition above about 30%; inactive = the rest.

SMILES	PostGolgi ctrl	E coli WT exp	PTPN22 act	DAT uptake mod	Pyk2 oligo antag	LYP inh 2	CYP2C9 act	CYP2C9 inhib	PostGolgi yeast
COc1ccc(Oc2nc(C)cc(C)c2S(C)(=O)=O)cc1	6	-1	3	x	0.81	0	0.9	6	0
O=C1CCCCCN1CSc1nc2ccccc2s1	46*	2	8	-0.034	2.1	-10	1.2	-16	-6
N#Cc1ccccc1OCC(=O)OCC(=O)c1ccc2c(c1)NC(=O)CO2	0	-11	-3	1.5	-0.08	1	0.4	59*	-9
COc1ccccc1OCc1ccc(C(=O)N2CCN3CCCC3C2)cc1 (centres undefined)	4	4	8	0.28	-1.5	-7	0.9	8	-4
Cc1cc(C)c2nc(N3CCCC(C(=O)N4CCN(c5ncccn5)CC4)C3)sc2c1 (centres undefined)	67*	-5	5	0.03	-0.2	-6	0.5	47	-2
Brc1cccc(-c2nnc3sc(CNCc4ccco4)cn23)c1	8	8	5	1.9	x	-5	0.7	32	-2
C(=C\c1nc2ccccc2[nH]1)/c1ccccc1	11	39	-6	0.96	0.21	10	0.4	60*	8
Cc1cc(N2C(=O)C(O)=C(C(=O)c3ccc(C)o3)C2c2cccs2)no1 (centres undefined)	6	-6	7	1.3	-1.1	-3	0.7	31	3
Cc1nnc(SCC(=O)c2c(N)n(C)c(=O)n(C)c2=O)n1Cc1ccccc1	-7	6	x	-0.39	-0.59	x	1.1	-14	-6
COc1cc(-c2nnn(CC#N)n2)ccc1OCc1ccccc1	8	-3	-8	0.11	-0.57	5	0.2	76*	4
CCCSC1=C(C#N)C(c2cc(OC)ccc2OC)CC(=O)N1 (centres undefined)	8	2	x	-1.7	x	x	x	x	8
CCOC(=O)C1=C(C)NC(SCC(=O)Nc2nc(C)cs2)=C(C#N)C1c1cccs1 (centres undefined)	17	-9	-3	0.1	x	1	0	96*	4
COc1ccc(C2=NN3C(C2)c2ccccc2OC32C(=O)N(C)c3ccccc32)cc1 (centres undefined)	30*	-3	-9	x	-0.06	14	0.9	15	4
Cc1cccc(NC(=O)COc2ccc(Br)cc2C)n1	11	-3	4	-0.95	-0.32	-1	1.1	-11	2
COc1cc(OC)cc(C(=O)NN2CCCCC2)c1	18	0	-2	-1.3	-0.28	7	1.2	-15	-7
C=CCn1c(SCC(=O)c2[nH]c(C)c(C(C)=O)c2C)nnc1-c1ccncc1	1	-3	3	0.93	0.32	-4	0.8	24	-9
COc1cc2c(cc1OC)CN(C(=O)CSc1nc3[nH]ncc3c(=O)n1-c1ccccc1)CC2	4	-1	3	1.5	x	-4	0.7	26	3
C=C1CSc2nc(=O)c3c(C)c(C)sc3n21	-2	8	0	-0.024	0.33	3	1.1	-11	-6
Cc1ccc(S(=O)(=O)N2CCOCC2)c(C)c1-n1cnnn1	3	1	31	-0.84	1.2	-30	3*	-198	-2
Cc1ccn2c(C(=O)N/N=C\c3cccs3)c(C)nc2c1	-7	3	-6	-0.68	0.14	11	0.5	52*	-2
O=[N+]([O-])c1ccccc1N/N=C/c1c[nH]c2ccccc12	3	0	-13	-1.1	-1.9	16	1.1	-12	-1
Cc1cc(C)n(C2CC(=O)N(c3ccccc3)C2=O)n1 (centres undefined)	x	x	-13	0.72	0.12	12	x	x	x
Cc1ccc(/C=N/n2c(C)cc(C)c(C#N)c2=O)cc1	x	x	-7	0.037	-0.53	8	x	x	x
O=C(CSCc1cccc(CSCC(=O)Nc2ccccc2)n1)Nc1ccccc1	-4	-16	-1	2	1.2	0	0.4	65*	3
O=C(NCN1C(=O)C2C3C=CC(C3)C2C1=O)Nc1cccnc1 (centres undefined)	9	-8	1	-1.1	-1.1	-2	1	-1	15
CCc1ccc(S(=O)(=O)NCCc2csc(-c3ccccc3)n2)s1	42*	-16	4	0.023	-0.31	-4	0.3	74*	16
C=CCn1c(SCC(=O)O)nnc1-c1ccc(C(C)(C)C)cc1	6	2	-1	-0.46	-0.56	-2	1	-5	2
Cc1ccc(NC(=S)N2CCC(c3nc4ccccc4s3)CC2)cc1	10	2	x	0.099	0.96	x	0.4	57*	1
COc1ccc(S(=O)(=O)Nc2cc(C)nn2-c2ccccc2)cc1	8	2	6	-0.91	-0.52	-9	0	98*	-4
Cc1cccc(C(=O)NN2C(=O)C3C(c4ccccc4)C=CC(c4ccccc4)C3C2=O)c1 (centres undefined)	10	-15	2	-0.092	-1	3	0.5	49	-3
O=C(OC1CCc2ccccc2C1=O)c1ccccc1O (centres undefined)	19	6	-1	0.01	-0.77	0	0.1	90*	-6
CCNc1nc(Oc2ccc(=O)n(C)n2)nc(N2CCOCC2)n1	-3	4	7	1.3	0.04	-9	0.9	6	-2
Cc1cc(C)cc(OCc2nnc(SCC(=O)OC3CCCCC3)o2)c1	27	-4	7	-0.6	0.71	-8	1	-1	4
CCOC(=O)c1ccc(NC(=O)CCc2nc(-c3cccc(C)c3)no2)cc1	6	-7	1	-0.19	-0.33	5	0.5	52*	-3
CC(CSc1nc2ccccc2s1)Cn1c(N2CCCC2)nc2c1c(=O)[nH]c(=O)n2C (centres undefined)	24	0	-2	0.5	-0.96	2	0.8	21	18
O=C1C2=C(c3ccccc31)[N+](=O)C1CCCCC1N2[O-] (centres undefined)	-2	1	0	1.2	-0.15	0	0.9	14	10
COc1cnn(C(C)(C)C)c(=O)c1Cl	8	5	4	-2	0.29	0	1.1	-12	12
COC(=O)c1ccc(N2C(=O)CC(N(C)CCc3ccc(OC)c(OC)c3)C2=O)cc1 (centres undefined)	4	-3	5	0.5	1.2	-6	0.5	54*	19
CCCc1nnc(NC(=O)Cn2c(=O)sc3ccccc32)s1	-1	-10	9	0.33	-1.1	-9	0.3	75*	4
CCOC(=O)C1=C(CC)OC(N)=C(C#N)C1c1cc(OC)ccc1OC (centres undefined)	6	6	x	0.68	0.33	x	0	98*	-3

Complete entries as entered above. Screens in order: PostGolgi ctrl | E coli WT exp | PTPN22 act | DAT uptake mod | Pyk2 oligo antag | LYP inh 2 | CYP2C9 act | CYP2C9 inhib | PostGolgi yeast
Record of CCCc1nnc(NC(=O)Cn2c(=O)sc3ccccc32)s1 → -1 | -10 | 9 | 0.33 | -1.1 | -9 | 0.3 | 75* | 4
Record of CCOC(=O)c1ccc(NC(=O)CCc2nc(-c3cccc(C)c3)no2)cc1 → 6 | -7 | 1 | -0.19 | -0.33 | 5 | 0.5 | 52* | -3

Remaining list, next part
SMILES	PostGolgi ctrl	E coli WT exp	PTPN22 act	DAT uptake mod	Pyk2 oligo antag	LYP inh 2	CYP2C9 act	CYP2C9 inhib	PostGolgi yeast
CC1Oc2ccccc2N(CC(=O)N(Cc2ccccc2)Cc2ccccn2)C1=O (centres undefined)	5	0	0	0.11	-0.32	-1	0.3	65*	-10
O=C(c1ccco1)N1CCN(Cc2ccc(Cl)cc2)CC1	35*	13	13	0.17	0.44	-13	0.9	8	-4
Cc1ccc(-c2csc(N(Cc3ccccc3)C(=O)COc3ccccc3)n2)cc1	-5	-2	-7	1	0.06	10	0.7	31	9
CN(CCc1ccccn1)Cc1ccc(Cl)cc1Cl	3	4	1	-0.11	-0.06	-1	1	2	4
Cc1cc(C)c(S(=O)(=O)NCc2ccncc2)c(C)c1	-1	3	16	-1.1	2.1	-13	0.6	44	-9
Cn1c(=N)n(CC(=O)c2cccs2)c2ccccc21	-2	4	-12	-0.53	-0.9	15	1.1	-10	-1
CCOc1cc(C(=O)NCC(C)CN(C)C)cc(OCC)c1OCC (centres undefined)	16	3	-1	1	0.09	2	1.1	-11	3
O=C(O)CCN1/C(=C/C=Nc2ccccc2)Oc2ccccc21	1	5	0	0.096	1.2	-3	1	-4	2
Cc1ccc(C(=O)N/N=C2\SCC(=O)N2c2cc(C)ccc2C)cc1	x	x	-3	1.1	2.2	2	x	x	x
CC1CCc2nc(NC(=O)CSc3nc4ccccc4o3)sc2C1 (centres undefined)	-2	6	-4	-1.3	1.9	4	0.6	43	0
COCCNc1cc(C)nc2c3c(C)cc(C)nc3nn12	0	3	-8	-0.12	0.17	5	0.9	13	47*
CC1CN(C2CC(C)(C)NC(C)(C)C2)CCC1=O (centres undefined)	16	9	-5	x	0.63	6	0.9	9	-10
COC(=O)C(Cc1ccccc1)NC(=O)CSc1nc(N)cc(=O)[nH]1 (centres undefined)	2	-3	5	-0.092	-0.67	-8	0.9	8	4
COc1ccc2c(c1OC)C(=O)N(c1cccc(C(F)(F)F)c1)C2	8	0	2	-0.5	-0.73	-3	1.2	-16	17
O=C(/C=C/Nc1cccc(O)c1)c1ccccc1	5	-3	x	1.1	-0.4	x	1.1	-5	-2
COCC(=O)N(Cc1cc2ccccc2[nH]c1=O)c1ccccc1OC	2	2	-11	0.18	1.7	10	1	-1	1
CCOC(=O)c1ccc(N2C(=O)C3C(C2=O)C(C(=O)c2ccc(Cl)cc2)N2CCCC32)cc1 (centres undefined)	12	-4	9	x	0.16	-9	0.8	16	-1
CCOC(=O)Nc1ccccc1C(=O)N1CCOCC1	12	-4	8	-1.4	0.82	-10	1	-5	3
COc1ccc(C2CC(C(F)(F)F)n3nc(C(=O)Nc4ccc5c(c4)OCO5)cc3N2)cc1 (centres undefined)	1	-4	-11	0.032	-0.78	9	0.6	38	-3
COc1ccc(OC)c(NS(=O)(=O)c2cccs2)c1	7	-3	x	-0.76	-0.31	x	x	x	3

Grouped by structure, the entries above containing a CF3 group.
SMILES	PostGolgi ctrl	E coli WT exp	PTPN22 act	DAT uptake mod	Pyk2 oligo antag	LYP inh 2	CYP2C9 act	CYP2C9 inhib	PostGolgi yeast
COc1ccc2c(c1OC)C(=O)N(c1cccc(C(F)(F)F)c1)C2	8	0	2	-0.5	-0.73	-3	1.2	-16	17
COc1ccc(C2CC(C(F)(F)F)n3nc(C(=O)Nc4ccc5c(c4)OCO5)cc3N2)cc1 (centres undefined)	1	-4	-11	0.032	-0.78	9	0.6	38	-3

(next part)
SMILES	PostGolgi ctrl	E coli WT exp	PTPN22 act	DAT uptake mod	Pyk2 oligo antag	LYP inh 2	CYP2C9 act	CYP2C9 inhib	PostGolgi yeast
COc1cc(C2C(C(C)=O)=C(O)C(=O)N2CCc2ccc(OC)c(OC)c2)ccc1O (centres undefined)	7	1	-3	-0.12	-0.1	0	1.1	-9	18
COc1cccc(OC)c1C(=O)Nc1nc2ccc(S(C)(=O)=O)cc2s1	5	4	0	-2.3	-0.18	-2	0.7	30	6
O=C(Nc1ccc(Cc2ccncc2)cc1)C1CCC(N2C(=O)C3CC=CCC3C2=O)CC1 (centres undefined)	4	-5	4	0.29	-0.77	-8	0.3	67*	13
CCC(C(=O)O/N=C(\N)c1ccc(Cl)cc1)c1ccccc1 (centres undefined)	15	-6	5	-0.93	-0.86	-6	0.8	17	-3
Cc1nc(C)c(C(=O)Nc2ccccc2)s1	2	2	4	-0.56	-0.05	-5	0.9	6	-1
Cc1ccc(CN(C)C(=O)C2CCCN2C(=O)c2cccs2)o1 (centres undefined)	3	-8	-8	-0.5	1.1	5	0.9	14	-3
CCC(=O)N1CCN(c2ccc(OC)cc2[N+](=O)[O-])CC1	2	-3	2	-0.18	-0.28	4	1.1	-13	-2
CCCCSC1(SCCCC)N=C(N)C2(C#N)C(c3ccccc3)NC(C)=CC12C#N (centres undefined)	11	-15	1	-0.08	-0.21	-1	1.1	-8	-4
CC(=O)N1CCC2(CC1)C(C#N)=C(N)OC1=C2C(=O)CC(C)(C)C1	-4	-4	6	0.22	-0.2	-9	1.2	-19	-2
CC(C)(NC(=O)N1CCCC1)c1cccc(C(C)(C)NC(=O)N2CCCC2)c1	4	2	0	0.47	-0.36	-2	0.8	20	-2
Cc1ccc(S(=O)(=O)c2c(C)nn(C(C)(C)C)c2OC(=O)c2cccs2)cc1	23	-13	2	0.74	-2.2	-4	0.1	90*	18
CCOC(=O)NC(=O)CSc1nnnn1-c1ccccc1	0	3	15	0.027	1.4	-20	1.9	-94	29
O=C(CSc1nnc(-c2ccc(Cl)cc2)n1Cc1ccco1)c1cccs1	30	3	0	-0.13	-0.84	-1	0.5	55*	0
CC(C)CCn1c(SCCN2CCOCC2)nc2c1c(=O)[nH]c(=O)n2C	-4	6	0	0.93	0.5	-2	0.1	85*	29
CCOC(=O)Cn1nc(C)c(-c2ccccc2)c1N	0	0	-10	0.62	0.01	7	1	3	-5
